High-throughput results (PubChem BioAssay)
FLuc modulator – qHTS profiling assay for firefly luciferase inhibitor/activator using purifed enzyme and Km concentrations of substrates (counterscreen for miR-21 project). Luciferin 4-monooxygenase (Photinus pyralis), P08659. purified FLuc, Km substrates, luminescence inhibition. Potency, µM (titrated, usually from 57.5 µM), without a hit: at the top dose activity change, negative = inhibition, hits mostly inhibitors. hit rate 6.9% among 360,000. AID 588342, 2011;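 further: plate controls were vehicle for no effect and reference inhibitor for full effect; nearly all actives have a fitted effect of over 55% in size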
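Purified P. pyralis luciferase, 10 nM final, with Km-level 10 uM D-luciferin and 10 uM ATP in 50 mM Tris acetate pH 7.5, 10 mM Mg acetate, 0.01% Tween-20, 0.05% BSA; 6-point qHTS titration about 60 µM downward; luminescence read.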
Rab9 promoter act – qHTS Assay for Rab9 Promoter Activators | Huh7 Rab9 promoter-luciferase reporter, luminescence, 24 h | Potency, µM (doses to about 9.22 µM), for the others: at the top dose activation, negative = inhibition, actives largely listed as activators | hit rate 2.8% among 320,000 | AID 485297, 2010; further: % of control where 0% means no effect; nearly all actives have a fitted effect of over 60% in size
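Cell-based reporter: Huh7 stable for Rab9 promoter-driven luciferase, plated in reduced-serum medium with 10% FBS at 1500 cells/well, compound-treated 24 h at 37 °C, luminescence read after 10 min reagent.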
NPC1 prom act – qHTS Assay for NPC1 Promoter Activators; Huh7 NPC1 promoter luciferase reporter, 24 h; Potency, µM (titrated, usually from 9.22 µM), without a hit: at the top dose activation, usual class: activators; hit rate 2.4% among 320,000;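 further: % of control where 0% means no effect; nearly all actives have a fitted effect of over 60% in size; reporter is driven by a mutant NPC1 promoter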
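Stable NPC1-promoter luciferase Huh7 line; cpd (DMSO) 24 h, 37 °C, 5% CO2; Amplite luciferase reagent 10 min RT; luminescence readout. qHTS format.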
uPA generation – qHTS for Inhibitors of Cell Surface uPA Generation. cell surface uPA generation assay, qHTS. Potency, µM (top dose mostly 38.3 µM), inactives show at the highest dose activity change, negative = inhibition, hits mostly inhibitors. hit rate 0.31% among 330,000; active means well fitted inhibition curve with a large enough effect; inconclusive means small, poorly fitted or top-dose-only effect; inactive means no such curve, though single readings can be large or run the other way; tested in mouse RAW 264.7 cells; further: on the % scale 0 is the no-effect control and ±100 the full control effect; nearly all actives have a fitted effect of over 55% in size
RORg inh – qHTS for inhibitors of ROR gamma transcriptional activity; Drosophila S2 Gal4-RORgamma UAS-luciferase reporter, 20 h; hit rate 5.4% among 310,000; Potency, µM (doses to about 53.6 µM), for inactives: at the top dose activity change, negative = inhibition, hits mostly inhibitors; Nuclear receptor ROR-gamma (Mus musculus), P51450; AID 2551, 2010; further: on the % scale 0 is the no-effect control and ±100 the full control effect; nearly all actives have a fitted effect of over 60% in size
Target sequence (P51450 whole entry, looked up, the tested form may be a part): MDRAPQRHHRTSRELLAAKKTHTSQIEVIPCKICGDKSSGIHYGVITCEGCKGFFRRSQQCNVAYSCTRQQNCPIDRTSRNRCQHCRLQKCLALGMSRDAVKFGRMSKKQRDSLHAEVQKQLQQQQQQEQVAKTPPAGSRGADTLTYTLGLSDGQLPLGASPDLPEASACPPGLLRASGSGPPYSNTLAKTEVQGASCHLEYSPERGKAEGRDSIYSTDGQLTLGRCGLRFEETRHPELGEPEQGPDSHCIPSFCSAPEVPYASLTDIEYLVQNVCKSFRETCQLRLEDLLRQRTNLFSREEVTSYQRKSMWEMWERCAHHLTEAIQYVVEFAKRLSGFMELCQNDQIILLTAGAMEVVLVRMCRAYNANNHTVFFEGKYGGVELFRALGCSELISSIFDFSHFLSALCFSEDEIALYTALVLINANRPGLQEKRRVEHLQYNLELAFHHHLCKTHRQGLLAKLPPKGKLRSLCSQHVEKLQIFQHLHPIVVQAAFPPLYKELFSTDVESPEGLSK
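Stable Schneider cell line, Gal4 DNA-binding domain fused to ROR gamma, UAS-luciferase. Cmpd 1 hr RT → CuSO4 700 uM final → 20 hr RT → luciferase reagent 10 min → luminescence.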
BRCA1 expr up – qHTS Assay to Identify Small Molecule Activators of BRCA1 Expression; Potency, µM (highest dose often 46.1 µM), for inactives: at the highest dose activation, hits mostly activators; hit rate 1.1% among 380,000; MCF7-BRCA1-FFLuc reporter, luminescence, 48 h; response scale: scaled: vehicle 0%, 10 µM genistein 100%; further: nearly all actives have a fitted effect of over 80% in size; some results filed as inactive show a strong effect at the top dose
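Luminescence from a BRCA1-driven firefly luciferase in MCF7 cells was the read-out, taken 15 min after substrate addition following 48 h compound exposure at 37 °C. Data were normalized to a 10 microM genistein control and DMSO vehicle.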
MBNL1-CUG inh – qHTS Assay for Inhibitors of MBNL1-poly(CUG) RNA binding | Muscleblind-like protein 1 (Homo sapiens), Q9NR56 | TR-FRET MBNL1-His/biotin-(CUG)12 binding, 665/545 ratio | Potency, µM (doses to about 57.5 µM), without a hit: at the top dose activity change, negative = inhibition, usual class: inhibitors | hit rate 0.036% among 280,000; active means well fitted inhibition curve with a large enough effect in the signal ratio, with a control signal flat, not every such curve was filed as active; inconclusive means small, poorly fitted or top-dose-only effect, or effect the other way, or a change in a side signal; inactive means no such curve, though single readings can be large or run the other way; the % refers to the signal ratio; further: on the % scale 0 is the no-effect control and ±100 the full control effect
Target sequence (Q9NR56 whole entry, looked up): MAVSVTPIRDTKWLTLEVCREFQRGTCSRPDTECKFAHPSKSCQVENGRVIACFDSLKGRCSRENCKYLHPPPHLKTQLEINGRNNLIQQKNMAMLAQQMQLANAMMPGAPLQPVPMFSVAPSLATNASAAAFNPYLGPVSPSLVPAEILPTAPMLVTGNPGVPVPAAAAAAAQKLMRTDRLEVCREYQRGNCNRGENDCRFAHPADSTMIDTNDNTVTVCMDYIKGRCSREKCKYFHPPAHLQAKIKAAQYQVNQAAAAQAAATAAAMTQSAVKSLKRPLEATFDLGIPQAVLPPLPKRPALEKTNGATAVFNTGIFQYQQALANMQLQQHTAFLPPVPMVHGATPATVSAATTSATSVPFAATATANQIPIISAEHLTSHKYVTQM
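Compounds (final 92 nM to 58 uM) are added to His-tagged MBNL1 and biotin-(CUG)12, then terbium anti-His antibody and streptavidin-XL665 (5 nM final). After 60 min at room temperature, the 665/545 nm ratio is read.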
ELG1 genotoxic – qHTS screen for small molecules that induce genotoxicity in human embryonic kidney (HEK293T) cells expressing luciferase-tagged ELG1; HEK293T ELG1-luciferase reporter, luminescence, 16 h; Potency, µM (series often up to 46 µM), for inactives: at the top dose activity change, positive = activation, hits mostly activators; hit rate 1.3% among 330,000; further: % of control where 0% means no effect; nearly all actives have a fitted effect of over 60% in size
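DMSO vehicle served as control against compound-treated ELG1-luciferase HEK293T cells; exposure lasted 16 hr at 37 °C and 5% CO2, followed by ONE-Glo luminescence detection after 30 min.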
VP16 counter – VP16 counterscreen qHTS for inhibitors of ROR gamma transcriptional activity; Drosophila S2 Gal4-VP16 UAS-luciferase, luminescence, 20 h; hit rate 3.5% among 310,000; Potency, µM (titrated, usually from 53.6 µM), for inactives: top-dose activity, negative = inhibition, hits mostly inhibitors;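 further: Gal4-VP16 expression switched on by copper sulfate through the metallothionein promoter; on the % scale 0 is the no-effect control and ±100 the full control effect; nearly all actives have a fitted effect of over 50% in size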
p53 reactivation – qHTS assay for re-activators of p53 using a Luc reporter; H1299 p53-A138V BP100-luciferase reporter, luminescence, 24 h; AID 504706, 2011; Potency, µM (highest dose often 92.2 µM), for inactives: at the highest dose activity change, positive = activation, hits mostly activators; hit rate 0.063% among 320,000; further: % of control where 0% means no effect; nearly all actives have a fitted effect of over 45% in size
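p53-null H1299 cells stably carrying temperature-sensitive p53-A138V and a BP100-luciferase reporter were pinned with compounds (4-point, 1:5 series) and held 24 hrs at 37 deg C. Luminescence was read 10 min after detection reagent.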
Numbers without * were called inactive; ? = inconclusive; / = not tested or not shown; & = joins results of further samples; [ ] = another dose, or the depositor's remark. Unless noted, the call rests on the fitted dose curve; in most records, active means well fitted curve in the direction sought with a large enough effect; inconclusive means small, poorly fitted or top-dose-only effect, or another doubt; inactive means no such curve, though single readings can be large; an effect the other way counts as inactive or inconclusive. Potency means the concentration at half of the fitted maximal effect.

SMILES | p53 reactivation | BRCA1 expr up | FLuc modulator | VP16 counter | Rab9 promoter act | MBNL1-CUG inh | ELG1 genotoxic | NPC1 prom act | RORg inh | uPA generation
Cc1ccccc1CN1CCN(CC(=O)NCc2ccccn2)C1=O | 3.3% | 1.2% | 0.8% | -4.8% | -0.1% | 1.9% | 3.4% | -0.2% | -28.3% | -8.0%
Cc1cc(C)cc(C(=O)NCC(=O)NNC(=O)CSc2ccccc2F)c1 | -1.2% | -13.1% | 2.0% | / | 3.8% | / | -1.1% | 1.2% | / | -5.5%
CCN1CCN(CC(O)COCCOc2ccc(Br)cc2)CC1 (stereo not given) | -1.1% | 2.7% | 0.4% | -11.3% | 3.3% | 11.1% | -2.1% | -0.8% | -13.0% | 5.0%
CC1CCN(C(=O)COC(=O)c2cc(Cl)c3c(c2)OCO3)CC1 | 39.3% | 59.9% | ? | / | ? | / | 18.3% | ? | / | -0.7%
CCCc1cc(=O)[nH]c(SCC(=O)N(C)C2CCS(=O)(=O)C2)n1 (stereo not given) | -3.9% | 3.8% | 1.6% | 1.1% | 2.3% | -1.7% | -1.7% | -0.4% | 4.9% | 3.5%
Cn1cc(C(=O)N/N=C/c2cccc([N+](=O)[O-])c2)c2ccccc21 | -0.8% | 2.8% | 3.9% | 5.7% | 3.3% | 5.9% | 0.5% | ? | 3.9% | 9.9%
O=C(CSc1ccccn1)Nc1cccc(S(=O)(=O)N2CCCC2)c1 | 10.2% | -23.6% | ? | / | -2.5% | / | 0.6% | -1.6% | / | 0.0%
COCCCNC(=O)CNC(=O)c1nn(-c2ccc(OC)cc2OC)c(=O)c2ccccc12 | -0.1% | 12.7% | -0.1% | -1.7% | 0.3% | 2.9% | 1.3% | -5.0% | -3.1% | 0.5%
CC(=O)c1cc(C#N)c(SCCC(C)C)nc1C | 4.4% | 19.1% | -14.3% | 14.0% | 0.7% | -1.8% | 0.0% | 8.2% | -4.1% | /
O=C(NCc1ccccc1)[C@H]1C[C@@H]1[C@H](NP(=O)(c1ccccc1)c1ccccc1)c1ccccc1 | 8.7% | 1.2% | -9.9% | -11.9%&5.9% | 6.5% | -22.8% | -11.3% | -21.0% | -12.0%&29.6% | 3.3%
CC(=O)Nc1ccc(NS(=O)(=O)c2ccc(OC(C)C(=O)N3CCOCC3)cc2)cc1 (stereo not given) | -0.3% | 0.0% | 4.1% | / | 1.8% | / | -6.7% | 0.4% | / | 0.2%
COc1cccc2cc(C(=O)Nc3ccccc3Cl)/c(=N/NS(=O)(=O)c3ccccc3)oc12 | 2.3% | -12.0% | -1.9% | -1.1% | -3.0% | 1.6% | -0.5%[9.26 µM] | -2.6% | 4.0% | -3.8%
O=C(Nc1ccnc(-c2cccnc2)n1)c1ccc(Cl)cc1 | 2.4% | -16.9% | -7.1% | -6.1% | 13.1% | -4.2% | -2.0% | -1.2% | -32.3% | /
O=C1CN(C(=O)COC(=O)c2ccco2)c2ccccc2N1 | 2.9% | -3.0% | -2.9% | / | -6.3% | / | 1.4% | 1.8% | / | 4.8%
CC1=C(C(=O)OCc2ccccc2)C(c2cccc([N+](=O)[O-])c2)NC(=O)N1 (stereo not given) | 4.0% | 0.0% | 4.0% | -7.8% | -5.8% | 0.3% | -8.0% | -3.3% | 26.7% | 33.7%[activator]
CN(C)C(CNC(=O)c1c(F)cccc1Cl)c1ccco1 (stereo not given) | -0.8% | -20.8% | 0.8% | 2.6% | -4.2% | -9.0% | -1.1% | 0.6% | -3.4% | 8.0%
O=S(=O)(c1ccccc1)N(CC(O)COc1ccccc1)c1ccccc1 (stereo not given) | -5.0% | -20.8% | 0.1% | 1.2% | -1.9% | / | -7.5% | -2.2% | 33.4% | 0.9%
CC(C)c1nc2n[nH]c(N)c2c2c1CCC2 | 1.0% | -3.2% | -0.2% | -9.0% | -3.3% | -6.9% | 4.4% | -3.7% | -9.2% | 7.5%
CCOC(=O)c1sc(=S)n(-c2ccc(OC)cc2)c1C | 26.6% | -5.1% | -1.5% | 3.5% | -2.9% | ? | 2.4% | -0.9% | -0.4% | -3.7%
O=C(O)/C=C\C(=O)Nc1ccccc1N1CCN(c2ccccc2)CC1 | / | 17.9% | -17.0% | / | 0.0% | 6.3% | -0.3% | -1.8% | / | ?
CC(C)C(=O)c1cc2c(cc1NC(=O)c1ccccc1)OCCO2 | 3.0% | -15.6% | -0.7% | -0.8% | -0.5% | -8.0% | -8.0% | -3.9% | -0.8% | /
CC(COS(N)(=O)=O)Cc1ccc(C(F)(F)F)cc1 (stereo not given) | / | -5.1% | 4.3% | -11.0% | -0.3% | -12.4% | 0.8% | -1.5% | 27.4% | 6.3%
COC(=O)c1cc(C(=O)c2ccccc2)n2c(=O)/c(=C\N(C)C)sc12 | 0.1% | 2.1% | 1.9% | 3.5% | -3.8% | / | 1.7% | -9.2% | 1.4% | -14.6%
O=C(NCC1CCCN(Cc2ccccc2F)C1)c1cccc(C(F)(F)F)c1 (stereo not given) | -3.5% | -14.4% | 1.5% | 19.0% | -10.2% | -9.1% | -1.5% | 1.8% | -10.9% | -7.4%
O=C(CSc1nc2ccccc2c(=O)n1-c1ccccc1)N1CCC1 | -2.5% | -1.2% | 2.7% | -2.5% | -1.8% | -5.1% | 3.7% | -6.6% | 26.5% | 4.4%
CCOC(=O)Cn1c2ccc(C)cc2c2nc(C)sc21 | 0.4% | -8.0% | -14.9% | -14.9% | 3.5% | -13.5% | 0.5% | 0.1% | -11.5% | 2.8%
CCOC(=O)[C@H]1[C@H]2COc3ccc(Br)cc3[C@@H]2N2C(=O)N(c3ccc(F)cc3)C(=O)[C@@]12C | 0.5% | -44.0% | / | / | / | / | -3.4% | / | / | -7.8%
Cc1cc(C)n(-c2ccc(NC(=O)C3CCCCN3C(=O)c3cc(C)oc3C)cc2)n1 (stereo not given) | -3.4% | 0.0% | 2.3% | 0.9% | -0.2% | -4.3% | -4.2% | 0.4% | -2.2% | -5.5%
c1cncc(-c2noc(-c3ccco3)n2)c1 | 12.9% | ? | ? | -7.9% | 3.98µM* | -7.2% | ? | 3.16µM* | 19.6% | 7.4%
CCC(NS(=O)(=O)c1cccs1)c1ccc(C)cc1 (stereo not given) | 4.5% | 0.0% | -9.0% | / | -1.6% | / | 1.3% | 1.8% | / | -4.4%
CCOC(=O)N1CCC(NC(=O)c2cc3c(-c4cccc(OC)c4)nn(C)c3s2)CC1 | -2.1% | -31.1% | -5.7% | ? | -1.0% | 13.2% | -19.4% | -1.7% | -24.6% | -4.4%
Cc1cc(SCC(=O)Nc2cccc(S(=O)(=O)N3CCOCC3)c2)nc2ccccc12 | -4.3% | -18.1% | -3.4% | 15.2% | -5.3% | -2.4% | -7.5% | -8.2% | 32.7% | -16.8%
COCCN(CC(=O)NCC1CCCO1)C(=O)CCC(=O)Nc1ccccn1 (stereo not given) | -0.8% | 0.0% | -1.2% | 0.6% | -4.8% | 2.5% | -6.8% | -3.0% | 0.0% | -2.6%
O=C(O)c1ccccc1C(=O)Nc1cc(-c2ccccc2)[nH]n1 | -5.5% | -9.5% | ? | -2.3% | 6.5% | 5.5% | 1.9% | 0.6% | 3.1% | 11.1%
Nc1nc(CSC(=S)N2CCOCC2)nc(Nc2ccccc2)n1 | ? | ? | 13.5µM* | ? | 3.55µM* | -1.2% | 20.6µM* | ? | ? | 8.6%
CN(Cc1c(F)cccc1Cl)C(=O)c1cnc2ccccc2n1 | 3.9% | 2.7% | -13.3% | -13.8% | 4.2% | ? | -0.5% | -1.3% | 1.0% | 1.9%
CCCCOC(=O)c1c(C)oc2ccc(NS(=O)(=O)c3ccc4c5c(cccc35)C(=O)N4)cc12 | -1.1% | -32.7% | 3.8% | -1.9% | 0.3% | 9.2% | 0.0% | -0.9% | 25.0% | 0.4%
CCOC(=O)N1CCC(NS(=O)(=O)c2cc(Br)cc3c2N(C(=O)CC)CC3)CC1 | -2.4% | -14.6% | 2.9% | -7.9% | -0.1% | -10.7% | 3.3% | -4.1% | -7.0% | -4.2%
COc1cc(Cl)c(S(=O)(=O)NCc2ccccn2)cc1Cl | 5.6% | -17.1% | 0.1% | -10.3% | -2.6% | -8.3% | -0.1% | 0.1% | 11.2µM* | 6.8%

NPC1 prom act: hit marks shown above.
SMILES | p53 reactivation | Rab9 promoter act | MBNL1-CUG inh | NPC1 prom act | RORg inh | uPA generation
c1cncc(-c2noc(-c3ccco3)n2)c1 | 12.9% | 3.98µM* | -7.2% | 3.16µM* | 19.6% | 7.4%
